PGK inhibitor – qHTS Assay to Find Inhibitors of Phosphoglycerate Kinase | Potency, µM (doses to about 57.5 µM), without a hit: top-dose activity change, negative = inhibition, actives largely listed as inhibitors | PGK/GAPDH coupled, Kinase-Glo luminescence, 60 min | AID 602233, 2012 | Phosphoglycerate kinase, glycosomal (Trypanosoma brucei brucei), P07378 | 380,000 compounds, 0.043% hits; further: potency means the concentration at half of the fitted maximal effect; on the % scale 0 is the no-effect control and ±100 the full control effect; nearly all actives have a fitted effect of over 60% in size
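Luminescent ATP detection (Kinase-Glo Plus) follows a 60-minute room-temperature incubation, with wells lacking PGK as controls. Buffer: 100 mM TEA (pH 7.6), 5 mM MgCl2, 0.01% Tween-20. Coupling enzyme GAPDH (100 nM final) supplies unstable 1,3-BPG in-well.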
Pol iota inh – qHTS for Inhibitors of Polymerase Iota; AID 588590, 2011; Potency, µM (top dose mostly 115 µM), without a hit: at the highest dose activity, negative = inhibition, usual class: inhibitors; Pol iota fluorescent replication assay, 10 min; 390,000 compounds, 1% hits; DNA polymerase iota (Homo sapiens), Q9UNA4; further: potency means the concentration at half of the fitted maximal effect
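Pol iota at 10 nM preincubated 15 min with compounds at room temperature; reaction started with fluorescent substrate, 50 nM final. Fluorescence read kinetically at 0 and 10 min; buffer-only wells as negative control.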
Pol kappa inh – qHTS for Inhibitors of Polymerase Kappa | purified Pol kappa, fluorescent DNA synthesis assay, 10 min | Potency, µM (highest dose often 107 µM), for inactives: top-dose activity, negative = inhibition, most hits filed as inhibitors | 400,000 compounds, 0.53% hits | AID 588579, 2011; further: potency means the concentration at half of the fitted maximal effect; on the % scale 0 is the no-effect control and ±100 the full control effect
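Inhibition of 10 nM Pol kappa is measured by a fluorescent read-out at 0 and 10 min following addition of 50 nM substrate (final), with a 15-min room-temperature compound preincubation.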
BLM helicase inh – qHTS Assay for Inhibitors of Bloom's syndrome helicase (BLM); Potency, µM (top dose mostly 56.1 µM), without a hit: top-dose activity change, negative = inhibition, usual class: inhibitors; 350,000 compounds, 0.2% hits; AID 2528, 2010; RecQ-like DNA helicase BLM (Homo sapiens), P54132; recombinant BLM DNA unwinding, fluorescence dequenching;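 further: potency means the concentration at half of the fitted maximal effect; plate controls were vehicle for no effect and no enzyme for full effect; nearly all actives have a fitted effect of over 35% in size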
APE1 inh – qHTS Assay for Inhibitors of the Human Apurinic/apyrimidinic Endonuclease 1 (APE1) | DNA repair nuclease/redox regulator APEX1 (Homo sapiens), P27695 | recombinant APE1, TAMRA/BHQ-2 abasic DNA cleavage fluorescence | Potency, µM (series often up to 65.8 µM), for the others: at the top dose activity change, negative = inhibition, most hits filed as inhibitors | 350,000 compounds, 0.35% hits;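 further: potency means the concentration at half of the fitted maximal effect; plate controls were vehicle for no effect and reference inhibitor for full effect; nearly all actives have a fitted effect of over 55% in size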
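Incision of a quenched TAMRA/BHQ-2 THF abasic-site duplex (50 nM) by 0.75 nM APE1, after 15 min compound preincubation, measured as fluorescence increase over three 60 s reads. Values normalized to buffer, DMSO and NSC13755 control wells.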
POLB inh – qHTS Assay for Inhibitors of DNA Polymerase Beta. P06746. Pol beta primer extension/strand displacement, fluorescence kinetic. AID 485314, 2010. 340,000 compounds, 1.3% hits. Potency, µM (series often up to 114 µM), without a hit: at the top dose activity change, negative = inhibition, most hits filed as inhibitors; further: potency means the concentration at half of the fitted maximal effect; on the % scale 0 is the no-effect control and ±100 the full control effect
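Preincubation: enzyme (10 nM) with compound, 15 min, RT. Reaction: substrate added to 50 nM final. Reads: 0 and 10 min. Analysis: normalized, Hill fit.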
Anesthetic bind – qHTS Assay for Identification of Novel General Anesthetics; apoferritin/1-aminoanthracene competitive binding, fluorescence; Potency, µM (doses to about 77.5 µM), for inactives: at the top dose activity change, negative = displacement, usual class: inhibitors; 350,000 compounds, 0.074% hits; AID 485281, 2010; further: potency means the concentration at half of the fitted maximal effect; on the % scale 0 is the no-effect control and ±100 the full control effect; nearly all actives have a fitted effect of over 20% in size
Target sequence (P02791 2-175 limits assumed): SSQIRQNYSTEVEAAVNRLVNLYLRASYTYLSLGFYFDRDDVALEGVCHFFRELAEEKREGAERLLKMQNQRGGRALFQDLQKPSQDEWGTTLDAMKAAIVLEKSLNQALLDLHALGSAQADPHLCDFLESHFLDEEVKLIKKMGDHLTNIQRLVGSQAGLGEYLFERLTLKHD
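Concentration-response curves derived by four-parameter Hill fitting of normalized fluorescence, where compounds displaced 1-AMA from 10 uM horse apoferritin following a brief 10 min room-temperature incubation; propofol titration acted as positive control.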
Pol eta inh – qHTS for Inhibitors of Polymerase Eta | DNA polymerase eta (Homo sapiens), Q9Y253 | recombinant Pol eta, fluorescent DNA replication assay | Potency, µM (highest dose often 114 µM), inactives show at the top dose activity change, negative = inhibition, most hits filed as inhibitors | 390,000 compounds, 1.2% hits | AID 588591, 2011; further: potency means the concentration at half of the fitted maximal effect; on the % scale 0 is the no-effect control and ±100 the full control effect
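Fluorescent replication assay: 50 nM final substrate added after a 15 min room-temperature compound preincubation with 10 nM enzyme. Signal taken at 0 min and again at 10 min.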
RXFP1 antagonist – qHTS Assay for Antagonists of the Relaxin Receptor RXFP1. Relaxin receptor 1 (Homo sapiens), Q9HBX9. HEK293-RXFP1, relaxin-stimulated cAMP HTRF, 30 min; active compounds read low. activity change, negative = inhibition, % at 57.5 µM. 350,000 compounds, 0.59% hits. AID 1259400, 2018;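 active means activity change of -60% or lower, but not beyond a set lower limit; inconclusive means change between -60% and -40%, or beyond the set limit; inactive means change above -40%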; further: on the % scale 0 is the no-effect control and ±100 the full control effect
Target sequence (Q9HBX9 whole entry, looked up): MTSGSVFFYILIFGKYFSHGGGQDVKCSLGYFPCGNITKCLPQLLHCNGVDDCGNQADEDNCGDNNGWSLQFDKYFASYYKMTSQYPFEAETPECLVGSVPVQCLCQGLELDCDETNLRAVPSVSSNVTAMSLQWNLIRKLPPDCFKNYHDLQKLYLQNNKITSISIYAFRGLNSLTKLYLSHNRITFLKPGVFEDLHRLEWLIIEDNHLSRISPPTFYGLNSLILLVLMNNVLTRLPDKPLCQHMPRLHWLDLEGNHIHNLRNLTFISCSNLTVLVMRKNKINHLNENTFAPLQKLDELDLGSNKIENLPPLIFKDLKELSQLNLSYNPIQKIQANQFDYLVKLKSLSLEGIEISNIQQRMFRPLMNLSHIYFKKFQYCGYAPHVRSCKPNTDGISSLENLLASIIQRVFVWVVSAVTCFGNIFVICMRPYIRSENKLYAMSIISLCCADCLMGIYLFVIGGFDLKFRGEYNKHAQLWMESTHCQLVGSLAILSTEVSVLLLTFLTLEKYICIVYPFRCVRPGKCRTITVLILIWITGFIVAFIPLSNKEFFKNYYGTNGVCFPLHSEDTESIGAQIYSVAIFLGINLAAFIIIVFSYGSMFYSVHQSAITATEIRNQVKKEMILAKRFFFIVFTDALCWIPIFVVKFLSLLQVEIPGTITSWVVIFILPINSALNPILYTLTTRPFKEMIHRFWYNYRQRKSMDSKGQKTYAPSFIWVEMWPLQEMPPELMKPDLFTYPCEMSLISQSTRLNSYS
Numbers without * were called inactive; i = inactive; ? = inconclusive; · = not tested or not shown; & = joins results of further samples; [ ] = dose if it differs, or a comment. Unless noted, the call rests on the fitted dose curve; in most records, active means well fitted curve in the direction sought with a large enough effect; inconclusive means small, poorly fitted or top-dose-only effect, or another doubt; inactive means no such curve, though single readings can be large; an effect the other way counts as inactive or inconclusive.

SMILES	PGK inhibitor	Pol iota inh	Pol kappa inh	BLM helicase inh	APE1 inh	POLB inh	Anesthetic bind	Pol eta inh	RXFP1 antagonist
O=C(Nc1ccccn1)c1sc2cc([N+](=O)[O-])ccc2c1Cl	3%	-20%	-17%	-8%	5%	0%	-8%	19%	-1
Cc1cc(C)cc(NC(=O)CSc2nnc(C3CC3)n2CC2CCCO2)c1 (stereo not drawn)	i	73%[activator]	-10%	-2%	35%	7%	2%	-5%	19
CCOc1ccccc1C(=O)N1CCN(CCc2ccccn2)CC1	-8%	3%	5%	0%	·	1%	1%	-23%	1
Cc1cc(Cl)ccc1NC(=O)C1CCN(c2nnc(-n3c(C)ccc3C)s2)CC1	·	19%	-11%	-7%	·	-9%	-9%	·	-7
CCCCC(=O)OCC(=O)Nc1ccc(SC(F)F)cc1	-5%	2%	-4%	-9%	0%	-14%	-15%	-26%	-6
COC(=O)c1ccc(NC(=S)N2CCN(Cc3ccccc3OC)CC2)cc1	-26%	23%	0%	-12%	0%	-12%	-12%	-14%	-4
O=C(Cn1cc(SCc2ccc(F)cc2)c2ccccc21)N1CCCCCC1	-7%	16%	-8%	-7%	·	27%	12%	2%	?
O=C(CSc1nc2nn(-c3ccccc3)c(=O)c-2c2n1CCCCC2)c1ccc(OC(F)F)cc1	0%	22%	-1%	·	14%	·	·	-7%	-6
COCCn1c(SCC(N)=O)nc2c(c1=O)SC(C)C2 (stereo not drawn)	-3%	-10%	-5%	6%	-1%	-8%	7%	-7%	·
Cc1cc(Nc2ccc(Br)c(C)c2)n2nc(C)nc2n1	-4%	-6%	-16%	3%	0%	3%	-8%	-9%	0
COc1ccc(C(=O)Nn2c(SCC(=O)c3ccccc3)nc3ccccc3c2=O)cc1	-7%	-4%	-3%	-2%	-5%	15%	-9%	-6%	0
COc1ccc(N(C)S(=O)(=O)c2cccc(C(=O)Nc3ccc(N4CCOCC4)cc3)c2)cc1	0%	18%	9%	·	-16%	·	·	-6%	-5
COCCn1c(=NC(=O)c2ccc(S(=O)(=O)N3CCc4ccccc4C3)cc2)sc2cc(OC)ccc21	1%	35%[activator]	4%	-2%	-11%	32%	2%	-1%	·
CC(=O)Nc1ccc(OCC(O)CN2CCN(c3cc(Cl)ccc3C)CC2)cc1 (stereo not drawn)	-5%	7%	0%	-3%	13%	6%	?	-10%	-21
O=C1CC(C(=O)Nc2ccc(Br)cc2)S/C(=N\N=C\c2ccco2)N1 (stereo not drawn)	-5%	-21%[58.9 µM]	-10%	-3%	-1%	0%	-2%	-7%	-12
Cc1ccc(Oc2cc(NN3CCCCC3)c([N+](=O)[O-])cc2[N+](=O)[O-])c(Cl)c1	-2%	30%[activator]	6%	-1%	15%	13%	-8%	-24%	·
Cc1nn(C)cc1C1C2=C(CC(C)(C)CC2=O)OC2=C1C(=O)CC(C)(C)C2	-6%	8%	0%[60.1 µM]	-11%	11%	23%	2%	9%	15
Cc1[nH]c2ccccc2c1C(=O)COC(=O)Cn1cnc2ccccc21	11%	43%[activator]	-6%	1%	-2%	5%[57.1 µM]	-12%	-8%	0
COc1cccc(C2CC(c3ccccc3Cl)Nc3nc(N)nn32)c1 (stereo not drawn)	-4%	-13%	-25%	-8%	-1%	-15%	6%	-5%	3
COCCN=c1scc(C)n1/N=C/C1CC2C=CC1C2 (stereo not drawn)	-10%	54%[activator]	-3%	-1%	7%	-8%	?	-13%	-17
O=C(NC1(C(F)(F)F)N=C(c2ccccc2)NC1=O)c1ccc(Cl)cc1Cl (stereo not drawn)	-5%	-13%[58.9 µM]	-9%	0%	0%	0%	-21%	-2%	-4
O=C(/C=C/c1cccc([N+](=O)[O-])c1)Nc1ccccc1N1CCOCC1	2%	9%	-15%	0%	-3%	4%	1%	-13%	6
O=C(NC1CC(=O)N(c2ccc(F)cc2)C1)C(c1ccccc1)c1ccccc1 (stereo not drawn)	-2%	46%[activator]	-1%[60.1 µM]	-1%	·	1%	-3%	-21%	-15
CC(C)Oc1ccc(C(=O)NC2(C(F)(F)F)N=C3SCCN3C2=O)cc1 (stereo not drawn)	3%	14%	-7%	-10%	-3%	33%	-10%	5%	-3
c1coc(-c2nnc3sc(Cc4cccs4)nn23)c1	?	7.9µM*	20µM*	-27%	25µM*	13µM*	1%	28µM*	9
CC(C)n1nnnc1SCC(=O)N1N=C(c2cccs2)CC1c1cccs1 (stereo not drawn)	-2%	11%	-6%	·	35%[activator]	·	·	-23%	-20
CC(C)CCOP(=O)(c1ccc(N(C)C)cc1)C(O)c1ccccc1F (stereo not drawn)	4%	19%	-3%	1%	-5%	-1%	?	-21%	-14
CNS(=O)(=O)c1cccc(C(=O)NCC(c2ccco2)N(C)C)c1 (stereo not drawn)	-2%	70%[activator]	-7%	-4%	23%	3%	-5%	-11%	1
COc1ccccc1N(C)S(=O)(=O)c1ccc(C)c(C(=O)NC(C)c2ccccn2)c1 (stereo not drawn)	i	-9%	-10%	·	6%	·	·	-12%	4
COc1cc(/C=N/NC(=O)CC2(C)OCCO2)cc(Br)c1O	-8%	3%	3%	1%	-6%	-17%	1%	4%	8

Gathered by group, those above containing a furan ring, fused or not
SMILES	PGK inhibitor	Pol iota inh	Pol kappa inh	BLM helicase inh	APE1 inh	POLB inh	Anesthetic bind	Pol eta inh	RXFP1 antagonist
O=C1CC(C(=O)Nc2ccc(Br)cc2)S/C(=N\N=C\c2ccco2)N1 (stereo not drawn)	-5%	-21%[58.9 µM]	-10%	-3%	-1%	0%	-2%	-7%	-12
c1coc(-c2nnc3sc(Cc4cccs4)nn23)c1	?	7.9µM*	20µM*	-27%	25µM*	13µM*	1%	28µM*	9
CNS(=O)(=O)c1cccc(C(=O)NCC(c2ccco2)N(C)C)c1 (stereo not drawn)	-2%	70%[activator]	-7%	-4%	23%	3%	-5%	-11%	1

Next section:
SMILES	PGK inhibitor	Pol iota inh	Pol kappa inh	BLM helicase inh	APE1 inh	POLB inh	Anesthetic bind	Pol eta inh	RXFP1 antagonist
CCOc1ccc(NC(=O)c2ccc3c(=O)n4c(nc3c2)CCCCC4)cc1	i	75%&0%[activator]	10%&2%	-2%&0%	74%[activator]	1%&0%	5%&-5%	-7%	5&2
Cc1ccc(-n2nnnc2-c2cnc3ccc(Cl)cc3c2-c2ccccc2)cc1	i	13%	-6%	-3%	6%	7%	-14%	0%	-10
Cc1ccccc1-n1nc2c(c1NC(=O)c1ccc3c(c1)OCO3)CS(=O)(=O)C2	-5%	21%	-3%	-4%	20%	12%	-5%	-13%	-2
CNC(=O)c1ccccc1NC(=O)C1CC(=O)N(c2ccc(OC)cc2)C1 (stereo not drawn)	i	47%	6%	4%	-3%	1%	-2%	-9%	-7
O=C(c1ccco1)N1CCN(Cc2cc(=O)c(OCc3ccc(F)cc3)co2)CC1	-1%	57%[activator]	10%	·	-1%	·	·	-5%	-17
COc1ccc(NC(=O)C2CC(c3ccccc3Cl)=NO2)cc1 (stereo not drawn)	-1%	71%[activator]	-12%	-4%	1%	4%	-18%	-17%	2
O=C(O)c1c(-c2ccccc2)nnc2ccccc12	i	8%	1%	-1%	53%[activator]	0%	-6%	-3%	4
CCCc1cc(=O)n2[nH]c(NCc3ccccc3Cl)nc2n1	-7%	35%[activator]	-3%	-1%	-7%	?	-6%	-1%	2
O=C(CCCCCCCC(=O)N1CCCCCC1)N1CCCCCC1	5%	?	-37%	·	·	·	·	-11%	2
O=C(C1CCCO1)N1CCN(S(=O)(=O)c2cc(F)ccc2F)CC1 (stereo not drawn)	i	5%	-16%	-4%	8%	9%	-5%	?	-13
O=C(CCc1nnc2n(Cc3ccccc3Cl)c(=O)c3ccccc3n12)Nc1ccc(F)c(F)c1	-2%	17%	3%	-4%	·	17%	-1%	-5%	1
COCc1cc(C)nc2sc(C(=O)Nc3ccccc3Br)c(N)c12	-4%	-17%	-11%	1%	-5%	11%	3%	-18%	-3
COc1ccc(NC(C)=O)cc1NC(=O)CSc1nnc(-c2ccccc2)n1N	i	119%[activator]	3%	0%	4%	1%	-6%	-11%	-8
NC(=O)[C@@H]1CCCNc2c(I)cc([N+](=O)[O-])cc2C(=O)N[C@@H](Cc2ccccc2)C(=O)N[C@@H](Cc2cnc[nH]2)C(=O)N1	i	?	-22%	-11%	-3%	?	-16%	-15%	·
Cc1cc(C)[n+](-c2ccc(F)cc2)c2[nH]c(=O)[nH]c(=O)c12	i	116%[activator]	2%	1%	5%	11%	142%[activator]	-10%	-2
CC(C)Cc1cc(C(=O)N2N=C(C(F)F)CC2(O)C(F)F)c2ccccc2n1 (stereo not drawn)	-1%	11%	-4%	2%	-9%	17%	-20%	-29%	-21
O=S1(=O)Cc2cc3ccccc3cc2C1	i	107%[activator]	2%	-3%	2%	3%	-14%	-14%	-1
C=C(C)C1Cc2c(C)nn(-c3cccc4cccnc34)c2C1 (stereo not drawn)	-6%	36%[activator]	-8%	-3%	0%	12%	-9%	12%	-14
CC(C)[C@H](NC(=O)N1CCn2c1nc1ccccc12)C(=O)N1CCCCC1	7%	-3%	-9%	-1%	-10%	0%	-7%	2%	6
O=C(Nc1c2c(nn1-c1ccc(F)cc1)CS(=O)C2)c1ccc(S(=O)(=O)N2CCOCC2)cc1 (stereo not drawn)	-9%	36%[activator]	-3%	-3%	-2%	4%	-9%	8%	12
Cc1ccc(C)c(Cn2c(=O)n(-c3ccc(Cl)cc3)c(=O)c3c4c(sc32)CCC4)c1	-3%	-11%	-19%	-3%	·	5%	38%[activator]	4%	·

High-throughput results from PubChem BioAssay.

This is a subset, so the mix of outcomes need not match the whole.
